Assay outcomes from PubChem BioAssay.
cardiac RTF act: cardiac RTF calcium sensitization | actives 0.24% (n = 340,000) | IANBD-labeled TnC RTF fluorescence at EC20 calcium; 0% EC20 calcium, 100% full calcium | P19429+P45379 | activation, % at 7.2 µM;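 active = activation above the mean over all tested compounds plus 3 SD, cut at about 30% in these data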;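 note: rise in fluorescence read as greater calcium sensitivity of cardiac thin filaments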
PvdQ inh: blocks Pseudomonas aeruginosa PvdQ acylase activity. inhibition, % at 10 µM. purified PvdQ acylase, fluorescence plate reader. AID 488965. actives 0.063% (n = 340,000); in the data active = inhibition above about 30%, passing the limit was not always enough; inconclusive = no clear call, values can overlap the other calls;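 note: 0% = vehicle neutral wells and 100% = reference inhibitor wells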
Rtt109 HAT inh: inhibitors of Candida albicans Rtt109/Vps75 histone acetyltransferase; purified Rtt109/Vps75, ThioGlo CoA-SH fluorescence, 4 h; inhibition, % at 34.9 µM; actives 0.16% (n = 330,000); AID 540336;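 active = inhibition of at least 50% in every replicate; inconclusive = best replicate reaches 50% inhibition but some replicates fall short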
Target sequence (Q5AAJ8 whole entry, looked up): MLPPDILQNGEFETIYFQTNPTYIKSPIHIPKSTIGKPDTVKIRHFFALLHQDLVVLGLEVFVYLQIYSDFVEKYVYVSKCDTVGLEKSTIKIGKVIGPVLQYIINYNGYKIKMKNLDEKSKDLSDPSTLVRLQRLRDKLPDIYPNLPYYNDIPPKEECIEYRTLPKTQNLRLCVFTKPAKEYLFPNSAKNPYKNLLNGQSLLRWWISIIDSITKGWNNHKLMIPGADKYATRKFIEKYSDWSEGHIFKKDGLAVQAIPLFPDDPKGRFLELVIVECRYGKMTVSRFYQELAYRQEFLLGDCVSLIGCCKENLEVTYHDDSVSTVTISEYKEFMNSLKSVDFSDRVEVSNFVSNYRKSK
Wnt act: activators of Wnt/beta-catenin signaling | Wnt/beta-catenin reporter cell assay, activator, plate reader | activation, % at 9.35 µM | actives 1.2% (n = 300,000); in the data active = activation above about 30%, passing the limit was not always enough; inconclusive = no clear call, values can overlap the other calls;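 note: 0% = neutral control wells and 100% = positive control wells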
SR-BI DiI-HDL act: enhances SR-BI lipid uptake from DiI-HDL; CHO ldlA[mSR-BI] cells, DiI-HDL uptake fluorescence, 3 h; 100 = double the neutral-control signal; activation, % at 12.5 µM; actives 0.096% (n = 320,000); AID 504775;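 active = mean replicate activation of at least 60% and every replicate at or above 60%; inconclusive = mean or all-replicate condition met, but not both; inactive = mean below 60% and not all replicates reaching 60%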;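 note: 0% = median plate neutral-control signal and 100% = twice that signal; values of inactives mirror those of a sister screen read the other way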
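Material – SR-BI-overexpressing, LDLR-lacking CHO cells · Medium – BSA-supplemented, HEPES-buffered Ham's F12, pH 7.4 · Doses – single concentration · Times – compound with DiI-HDL co-incubation, 3 h at 37 °C · Measured by – bottom-read fluorescence, 550/595 nm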
HTR5A ag ctr: activates human HTR5A in OPRM1-OPRD1 agonist counter-screen | HTR5A agonist assay, luminescence, cell-based | activation, % at 9.3 µM | P47898 | actives 0.61% (n = 340,000) | AID 504692; in the data active = activation mostly above about 9.5%, no sharp cut-off; inactive = mostly below about 7.6%;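 note: 0% = cells with vehicle only and 100% = reference agonist; strong numbers were not always called active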
CDK5 inh: CDK5/p35 (human) kinase inhibition; Q00535+Q15078; Recombinant CDK5/p35, ADP-Glo luminescence, 60 min; inhibition, % at 10 µM; actives 0.01% (n = 330,000);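 active = highest replicate inhibition of at least 50% and at least 75% of replicates reaching 50%; inconclusive = only one of the two criteria met; inactive = both criteria failed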;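 note: plate controls were DMSO neutral control for no effect and GW8510 at 10 µM for full effect; many of its hits are not listed in these tables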
MITF act: MITF TRPM1 promoter activation in melanoma cells; SK-MEL-5 TRPM1-promoter luciferase, 24 h; % of positive control, neutral wells = 0; activation, % at 12.5 µM; actives 0.75% (n = 300,000);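 active = mean activation of at least 80% with every replicate also reaching 80%; inconclusive = mean reaches 80% but some replicate falls short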;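 note: 0% = neutral control wells and 100% = parthenolide positive control wells; values of inactives mirror those of a sister screen read the other way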
dFosB act: activators of mouse delta FosB homodimer | AID 493131 | purified delta FosB, TAMRA-CDK5 oligo fluorescence polarization; percent of positive-control signal above neutral wells | activation, % at 25 µM | P13346 | actives 0.99% (n = 340,000);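 active = mean activation above about 17%, with every replicate also reaching it, limit read from the data, passing the limit was not always enough; inconclusive = only one of the two conditions met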;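 note: fluorescence polarization rise as delta FosB binds a TAMRA Cdk5 AP-1 oligo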
SR-BI HDL uptake: blocks mouse SR-BI lipid uptake from DiI-HDL; Q61009; ldlA[mSR-BI] CHO cells, DiI-HDL uptake fluorescence, 3 h; inhibition, % at 12.5 µM; actives 0.96% (n = 320,000);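 active = mean replicate inhibition of at least 70% and a set share of replicates each scoring 70 or more; inconclusive = meets just one of the two criteria; inactive = fails both criteria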;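 note: 0% = median of neutral control wells and 100% = median of positive control wells; values of inactives mirror those of a sister screen read the other way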
Target sequence (Q61009 whole entry, looked up): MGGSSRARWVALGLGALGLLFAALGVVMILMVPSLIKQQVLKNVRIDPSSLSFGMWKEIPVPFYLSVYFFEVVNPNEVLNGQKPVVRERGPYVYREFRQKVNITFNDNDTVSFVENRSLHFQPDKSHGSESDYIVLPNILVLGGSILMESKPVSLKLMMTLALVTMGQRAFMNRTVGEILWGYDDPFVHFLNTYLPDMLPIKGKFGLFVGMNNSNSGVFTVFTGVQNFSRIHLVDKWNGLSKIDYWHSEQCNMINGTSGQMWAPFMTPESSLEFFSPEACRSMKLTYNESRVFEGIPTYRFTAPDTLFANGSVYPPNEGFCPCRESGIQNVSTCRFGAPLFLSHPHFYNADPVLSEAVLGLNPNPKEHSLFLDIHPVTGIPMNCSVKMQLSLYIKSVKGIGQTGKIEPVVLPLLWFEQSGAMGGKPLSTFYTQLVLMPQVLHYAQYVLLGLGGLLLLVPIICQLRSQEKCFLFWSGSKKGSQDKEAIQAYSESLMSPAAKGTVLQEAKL
Starred values were filed as active, the others as inactive; u = inconclusive; x = no result given.

SMILES	cardiac RTF act	PvdQ inh	Rtt109 HAT inh	Wnt act	SR-BI DiI-HDL act	HTR5A ag ctr	CDK5 inh	MITF act	dFosB act	SR-BI HDL uptake
COc1ccc(-c2csc(NC(=O)C3=COCCO3)n2)cc1OC	-4.5	-16.4	-3.7	35.2*	-31.7	1.1	1.0	73.6	-3.0	31.7
COc1cccc(C(=O)N(C)CC(=O)Nc2ccc(F)c(F)c2F)c1	-9.7	12.6	-3.5	0.8	18.3	1.4	4.5	14.5	-1.7	-18.3
O=C(c1ccccc1Cl)N1CCC(c2nc3c(nnn3Cc3ccco3)c(=O)[nH]2)CC1	0.1	-4.0	1.3	-1.6	22.5	2.5	-0.9	x	-1.9	-22.5
CCCc1cc(=O)n2[nH]c(-c3ccco3)nc2n1	-6.3	-25.5	-4.5	-1.1	5.6	0.9	-1.8	-8.9	-10.8	-5.6
Cc1cc(C(=O)NNC(=O)c2ccc(C)s2)c(C)o1	11.7	6.9	-6.0	-2.9	-5.4	-1.5	1.1	-3.9	5.7	5.4
Cc1ccc2c(c1)N(CC(=O)N1CCN(c3nc4ccccc4s3)CC1)C(=O)C(C)O2 (stereo not drawn)	3.0	-6.7	1.1	x	-43.3	-0.8	-0.6	5.4	-4.9	43.3
Cc1ccc(CNC(=O)Nc2ccccc2)c(C)c1	-7.9	7.0	15.2	11.1	x	1.2	-0.7	117.6*	u	x
CCOC(=O)c1ccc2c(c1)N(CC)C(=O)c1ccccc1S2	-8.7	8.7	5.7	x	-4.0	-2.4	0.8	6.2	2.9	4.0
CCCn1c(N)c(N(CCOC)C(=O)/C=C/c2ccc(C(=O)OC)cc2)c(=O)[nH]c1=O	-7.3	1.6	1.4	2.6	-1.8	9.6	-2.1	-1.6	3.5	1.8
Cc1c(NC(=S)N/N=C/c2ccc(O)cc2)c(=O)n(-c2ccccc2)n1C	3.9	-9.4	x	x	15.8	2.8	-0.1	-7.9	2.8	-15.8
CCOC(=O)C(=O)N1CCN(c2nc(-c3ccc(Cl)cc3)cs2)CC1	4.0	-4.6	4.7	0.2	4.0	5.4	-4.3	0.7	-16.4	-4.0
C=CCN1C(=O)/C(=C2/Sc3ccccc3N2C)SC1=Nc1c(C)n[nH]c1C	-1.8	-11.0	1.6	x	-46.4	-1.1	0.0	3.7	-4.2	46.4
CN1N=C(C(=O)N2CCc3c([nH]c4ccccc34)C2c2ccccc2Cl)CCC1=O (stereo not drawn)	1.1	-5.1	12.7	-1.9	-4.8	4.5	-1.2	26.2	-6.2	4.8
CN1CCN(CCC(=O)Nc2ccc3c(c2)OCO3)CC1	6.3	-9.7	-6.2	x	-5.0	1.7	-0.6	8.1	-0.8	5.0
COCCCNCCCCOc1ccc(OCc2ccccc2)cc1	-3.0	-1.1	x	x	-9.1	-3.3	-0.1	29.9	2.2	9.1
CN(CC(=O)Nc1ccccc1Br)C(=O)CNC(=O)c1cccs1	-4.7	0.4	-2.2	4.7	22.1	-8.2	0.7	-7.0	3.7	-22.1
COc1cc(NC(=O)c2ccc(Cl)cc2)c(OC)cc1Cl	1.9	-8.8	-12.2	x	-73.8	-1.2	2.7	0.6	-5.9	73.8*
O=C1CCCCCN1CP(=O)(O)CN1CCCCCC1=O	-1.1	-1.1	6.8	-1.4	22.8	7.8	0.7	5.3	5.7	-22.8
Cc1c(C)c2c(OCC(=O)N[C@@H](C(=O)O)c3ccccc3)cc3c(c2oc1=O)CCC(C)(C)O3	10.9	12.8	2.4	-1.4	-28.6	5.9	1.1	9.7	-7.1	28.6
Cn1c(SCC(=O)NC2CC2)nnc1C1CC1	-2.5	-11.3	-2.0	1.4	14.5	1.3	-1.0	0.3	-1.4	-14.5
Cc1ccc(S(=O)(=O)c2nc(-c3ccco3)oc2SCC(N)=O)cc1	-3.5	-1.1	-11.1	-2.8	x	2.1	0.0	-8.8	-2.3	x
NC(=O)C1(N2CCCCC2)CCN(S(=O)(=O)c2ccccc2)CC1	0.8	-13.9	-3.7	1.6	25.3	-2.2	0.0	-5.2	0.4	-25.3
CCCn1c(=O)c2ccccc2n2c(SCC(=O)c3ccccc3)nnc12	4.0	-15.1	-8.2	-1.5	-6.6	7.9	0.2	23.1	-5.4	6.6
CN(C)c1ccc(NC(=O)CCCCCn2nnc3ccccc3c2=O)cc1	1.5	-5.6	3.3	1.7	-5.8	5.1	2.2	-8.5	-5.8	5.8
Cc1c(C(=O)NCc2cccnc2)sc2ncn(CC(=O)N3CCCCC3C)c(=O)c12 (stereo not drawn)	-2.1	-20.2	-3.3	x	9.3	-12.4	0.9	0.0	-0.9	-9.3
CC1CCCC(C)N1C(=O)COC(=O)c1cc(F)c(F)cc1Cl (stereo not drawn)	-4.2	-13.0	-2.3	-1.1	-31.4	3.4	-0.4	20.0	-4.7	31.4
CCn1nc(C(=O)Nc2ccc(Cl)c(S(=O)(=O)N3CCOCC3)c2)c2ccccc2c1=O	-3.4	-0.1	10.1	-0.8	-56.6	-3.6	0.5	2.8	-13.2	56.6
Cc1ccc(S(=O)(=O)/N=C(\N)c2ccc(Cl)cc2)cc1	3.8	-8.7	1.4	-0.3	-5.5	-3.1	1.7	-4.8	-11.2	5.5
Cc1cc(C)c2sc(N(CCN(C)C)C(=O)c3ccc4ccccc4c3)nc2c1	-7.8	-6.6	0.0	0.8	-27.9	1.5	x	8.7	38.9*	27.9
Cc1cccc(C)c1NC(=O)C1CCCN1C(=O)Nc1cccc(F)c1 (stereo not drawn)	4.4	-14.3	0.9	-1.9	12.6	4.6	-1.8	-3.0	-1.4	-12.6
COc1cccc(NC(=O)CN2C(=O)C(c3ccc(C)cc3)=NC23CCCCCC3)c1	-0.7	-3.5	7.9	-5.8	-6.2	1.0	-1.8	-1.0	4.7	6.2
CC(=NNC(=S)N(Cc1ccccn1)Cc1ccccn1)c1cnccn1	-2.9	-11.4	1.5	-6.6	37.2	5.5	-2.7	-78.9	-4.9	-37.2
Nc1cc(C(Cl)=C(Cl)Cl)c(S(N)(=O)=O)cc1S(N)(=O)=O	11.2	-22.9	-2.1	-1.8	-5.0	-2.9	-0.6	2.1	0.7	5.0
C[C@@H](NC(=O)CN1C(=O)c2ccccc2S1(=O)=O)c1ccccc1	-2.2	-3.1	-2.6	-0.7	11.0	-2.9	-0.2	-7.9	-3.7	-11.0
CCC1(CC)C(=O)N=C2c3ccccc3C(=O)N21	0.6	-18.0	-4.4	-1.9	21.7	-0.1	1.2	-1.6	3.8	-21.7
O=C1CS/C(=N/N=C/c2ccccc2OS(=O)(=O)c2ccccc2)N1	-1.3	-5.5	4.7	x	7.4	-1.6	-1.6	-6.2	-3.2	-7.4
COc1cc(CCC(=O)OCC(=O)Nc2ncc(Cl)cc2Cl)cc(OC)c1OC	1.7	-7.5	7.6	x	6.3	4.6	-1.4	-6.4	3.2	-6.3
CC1Cc2ccccc2N1C(=O)CSc1nnc2c(n1)[nH]c1ccccc12 (stereo not drawn)	1.9	4.1	6.9	x	11.1	1.8	-0.1	-13.7	5.2	-11.1
O=C(c1ccco1)N1CCN(c2ncnc3scc(-c4cccs4)c23)CC1	1.2	-14.7	-1.9	-0.9	-40.4	-2.3	0.6	-15.7	-5.2	40.4
COc1ccc(CNC(=O)c2c(-c3c(F)cccc3Cl)noc2C)cc1	2.7	-20.0	-6.6	1.1	-8.2	4.7	0.2	-9.9	1.8	8.2
COc1cc(/C=N\NC(=O)C2COc3ccccc3O2)cc(OC)c1O (stereo not drawn)	-3.6	-7.8	-1.0	-0.9	14.5	-0.5	-0.6	-24.2	-3.4	-14.5
COc1cccc(/C(O)=C2/C(=O)C(=O)N(c3cc(C)on3)C2c2cccs2)c1 (stereo not drawn)	3.0	-21.2	4.6	x	30.3	-4.9	-0.2	-4.7	-11.7	-30.3
CCC(C)NC(=O)c1ccccc1SC (stereo not drawn)	13.1	2.5	-3.0	0.8	6.3	0.3	-6.1	-3.0	0.1	-6.3
CC(C)C(=O)NC(NCC1CCCO1)C(Cl)(Cl)Cl (stereo not drawn)	5.7	-6.8	4.1	x	29.3	1.5	-0.3	-2.5	3.6	-29.3
O=c1[nH][nH]cc1C=Nc1ccccc1Cl	3.9	-7.3	-7.4	-0.3	37.8	1.4	0.7	-7.4	-10.7	-37.8
Nn1cc(-c2ccccc2)nc1SCC(=O)NCC(F)(F)F	-4.5	-15.4	-30.0	-2.4	7.2	-0.1	-0.1	-0.6	3.8	-7.2
COc1ccccc1NS(=O)(=O)c1ccc(C(=O)NCC(c2ccco2)N2CCCCC2)cc1 (stereo not drawn)	-1.6	-23.3	1.9	1.1	-6.5	-5.2	-5.8	1.0	-7.5	6.5
CC(=O)n1ccnc1	-2.5	-9.4	-5.1	u	14.0	5.8	0.4	-5.1	2.2	-14.0
Cc1cc(C(=O)OCC(=O)NC2CCC(C)CC2)c(C)o1 (stereo not drawn)	-4.7	-7.5	-2.0	7.5	u	-1.2	-5.6	3.5	-16.7	-98.0
CN(C)S(=O)(=O)c1ccc(N2CCCC2)c(C(=O)Nc2nc3ccc(F)cc3s2)c1	-6.3	8.1	3.9	0.0	1.7	1.4	-0.1	-9.9	11.4	-1.7
O=C(CSc1nnc(-c2ccccc2F)o1)NC1CCCCC1	4.5	-1.5	-6.4	-1.6	17.1	0.9	-6.2	-2.1	-8.7	-17.1
COc1ccccc1NC(=O)COC(=O)CNC(=O)C1CCCCC1	-4.1	0.2	-1.9	-1.3	-1.0	3.1	1.2	12.0	-3.8	1.0
COc1cc(CNC23CC4CC(CC(C4)C2)C3)ccc1OCc1ccccc1	-1.7	-8.0	-4.4	2.5	-5.5	-4.3	0.0	67.5	-7.9	5.5
CNC(=S)Nc1cc(C)ccc1OC(F)F	-5.4	-6.9	-11.7	-1.7	2.0	-0.3	-5.2	6.9	0.3	-2.0
c1ccc2c(c1)NCCS2	13.1	-23.1	1.1	8.3	-3.8	0.2	0.3	-3.9	-0.7	3.8
O=C(CC1C(=O)NCCN1Cc1c(F)cccc1Cl)NC1CCCC1 (stereo not drawn)	-3.1	-3.4	-3.5	x	8.3	2.2	0.5	-6.3	1.7	-8.3
CC1CN(C(=O)C(C)Sc2nc3ccccc3s2)CC(C)O1 (stereo not drawn)	-2.2	2.1	-10.5	x	26.1	-4.8	1.5	-6.3	-2.5	-26.1
COc1ccc(CNC(=O)/C=C/c2ccco2)cc1OC	8.1	-19.6	11.0	1.8	1.0	0.6	0.7	-2.5	1.4	-1.0
O=C(Nc1nnc(C2CCCCC2)s1)C1CC(=O)N(c2ccccc2)C1 (stereo not drawn)	2.2	-20.4	-1.4	0.7	x	-3.2	-10.3	-6.8	-11.5	x
